Screening results deposited in PubChem BioAssay by several laboratories.
PABP1 MLLE inh: inhibitors of PABP1 MLLE–PAM2 peptide binding, primary screen, biochemical, fluorescence polarization, FITC-PAM2, GST-MLLE; Polyadenylate-binding protein 1 (Homo sapiens), P11940; inhibition, % at 20 µM; actives 0.36% (n = 360,000); in the data active means inhibition above about 35%, passing the limit was not always enough;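 further: plate controls were DMSO wells with GST-MLLE for no effect and wells lacking GST-MLLE protein for full effect; some results filed as inactive read as strong as hits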
Target sequence (P11940 whole entry, looked up): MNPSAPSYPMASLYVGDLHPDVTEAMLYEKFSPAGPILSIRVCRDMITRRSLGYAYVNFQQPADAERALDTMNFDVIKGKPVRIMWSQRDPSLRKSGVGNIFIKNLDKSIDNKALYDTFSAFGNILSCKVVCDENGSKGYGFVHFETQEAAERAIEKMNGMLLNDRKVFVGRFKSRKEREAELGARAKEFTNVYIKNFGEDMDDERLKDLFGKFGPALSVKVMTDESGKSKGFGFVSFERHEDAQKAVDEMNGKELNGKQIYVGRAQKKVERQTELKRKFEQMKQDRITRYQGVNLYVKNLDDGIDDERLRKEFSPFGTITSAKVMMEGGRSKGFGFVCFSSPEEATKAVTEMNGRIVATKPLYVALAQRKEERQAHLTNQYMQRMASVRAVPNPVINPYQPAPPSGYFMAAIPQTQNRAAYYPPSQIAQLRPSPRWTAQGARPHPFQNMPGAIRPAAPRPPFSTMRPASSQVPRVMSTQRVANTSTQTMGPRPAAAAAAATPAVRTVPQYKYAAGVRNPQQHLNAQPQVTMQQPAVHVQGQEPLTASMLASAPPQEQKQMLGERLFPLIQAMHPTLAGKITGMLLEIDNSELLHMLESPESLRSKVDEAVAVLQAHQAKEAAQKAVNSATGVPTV
MsrA inh: bovine MsrA enzyme inhibitors, primary screen, biochemical, absorbance, HTS | purified bovine MsrA, absorbance read-out | inhibition, % at 15.5 µM | actives 0.75% (n = 360,000) | AID 651718, 2012; in the data active means inhibition above about 4.5%;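 further: 0% = vehicle wells with enzyme and 100% = reference inhibitor wells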
eLon inh: inhibitors of E. coli Lon protease, primary screen, biochemical, fluorescence polarization; purified E. coli Lon protease; P0A9M0; inhibition, % at 7.94 µM; actives 0.42% (n = 360,000); in the data active means inhibition above about 13%, passing the limit was not always enough;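 further: 0% = enzyme with probe and DMSO and 100% = no enzyme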
Rin1-Abl PPI inh: inhibitors of Rin1-Abl protein binding, primary screen, biochemical, TR-FRET | actives 0.4% (n = 360,000) | inhibition, % at 7.35 µM | AID 588664, 2011; in the data active means inhibition above about 5%, passing the limit was not always enough
CSN inh: inhibitors of CSN-mediated cullin deneddylation, primary screen, biochemical, fluorescence polarization, uHTS. AID 651999, 2013. COP9 signalosome complex subunit 5 (Homo sapiens), Q92905. actives 0.38% (n = 360,000). inhibition, % at 12.5 µM. Purified CSN, SCF-Nedd8-OG deneddylation;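 active means pattern-corrected inhibition above about 35%, with an unprinted fluorescence ratio check between 0.5 and 1.5, limit read from the data, passing the limit was not always enough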;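 further: 0% = enzyme with substrate and 100% = substrate without enzyme; some results filed as inactive read as strong as hits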
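Detection – fluorescence polarization · System – HEK293T-derived human Csn5 enzyme · Controls – substrate-only high control, full reaction low control · Timing – 90 min, room temperature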
FAS-TE inh: FAS thioesterase domain inhibitors, primary screen, biochemical, fluorescence intensity, uHTS; recombinant FAS-TE, OMFH fluorogenic substrate, fluorescence endpoint; inhibition, % at 15 µM; actives 0.67% (n = 360,000); AID 602261, 2012;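 active means compounds whose normalised, plate-corrected inhibition of enzyme fluorescence in the single-dose primary screen is 50% or more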;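 further: 0% = DMSO with enzyme and 100% = substrate without enzyme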
MT1-MMP act inh: blockers of MT1-MMP proenzyme processing, primary screen, HT1080 RFP-PRO-GFP cells, GFP/RFP fluorescence; Matrix metalloproteinase-14 (Homo sapiens), P50281; GFP/RFP ratio fluorescence, overnight; percent of plate control window, DMSO zero; GFP/RFP ratio change, % at 20 µM; actives 0.061% (n = 360,000); AID 651647, 2012;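 active means GFP/RFP ratio change of at least 30% with cell ATP level not reduced by more than half and red fluorescence within 50% of control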; further: strong numbers were not always called active
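Test system: HT1080 RFP-PRO-GFP cells; Benchmarks: DMSO and RFP-L50D-GFP cell wells; Timing: cells overnight before dosing, compound overnight, 37 °C, 5% CO2; Compound: one 20 µM compound dose with 1% DMSO; Read-out: GFP/RFP fluorescence ratio.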
MsrA act: bovine MsrA enzyme activators, primary screen, biochemical, absorbance, HTS; Methionine sulfoxide reductase A (Bos taurus); purified bovine MsrA, absorbance read-out; activation, % at 10.6 µM; actives 0.3% (n = 360,000); AID 602163, 2012; in the data active means activation above about 7.5%;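 further: 0% = vehicle and 100% = reference activator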
Rpn11 block: Rpn11 (PSMD14) deubiquitinase inhibitors, primary screen, biochemical, fluorescence polarization, uHTS. human 26S proteasome, Ub4-pepOG fluorescence polarization; 20S core pre-blocked with epoxomicin. calls only at 20 µM. actives 0.59% (n = 360,000);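 active means inhibition at 20 µM, scaled to each plate's controls, above about 33%, limit read from the data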
Target sequence (O00487 whole entry, looked up): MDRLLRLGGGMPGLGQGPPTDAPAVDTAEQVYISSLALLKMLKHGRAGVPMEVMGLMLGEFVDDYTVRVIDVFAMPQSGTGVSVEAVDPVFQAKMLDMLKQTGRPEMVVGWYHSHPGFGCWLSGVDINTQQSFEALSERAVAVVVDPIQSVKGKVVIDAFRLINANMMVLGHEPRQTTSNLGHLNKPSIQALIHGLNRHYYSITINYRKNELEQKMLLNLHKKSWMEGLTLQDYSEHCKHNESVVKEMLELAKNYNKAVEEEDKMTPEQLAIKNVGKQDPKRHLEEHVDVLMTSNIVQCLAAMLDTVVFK
Starred values were filed as active, the others as inactive; i = inactive; . = not tested or not shown. Hits appear at their usual frequency; overall some 3.7% were active at least once.

SMILES	PABP1 MLLE inh	MsrA inh	eLon inh	Rin1-Abl PPI inh	CSN inh	FAS-TE inh	MT1-MMP act inh	MsrA act	Rpn11 block
O=C(NCCCn1ccnc1)C(=O)NCC1OCCCN1S(=O)(=O)c1ccc(Cl)cc1 (stereo not given)	20	-0.2	2	0	-11	-9	0	-3	i
Cc1ccc(C(=O)N2c3ccccc3NC(=O)C2C)cc1 (stereo not given)	4	0.6	-3	4	-4	0	-2	3	i
CCCCN(C)C(=O)c1cn(CC)c2ccc(S(=O)(=O)N(C)C)cc2c1=O	7	3.5	6	4	-7	7	4	-2	i
COc1ccc(OC)c(NC(=O)NCCN2CCN(c3ccccc3)CC2)c1	-8	1.4	-2	0	-3	-6	-7	-2	i
O=C(CSc1ccccc1C(=O)O)c1ccccc1	7	-0.3	-3	-1	1	-6	0	2	i
CCN(CC)S(=O)(=O)c1ccc(C)c(NC(=O)CNCCN(C(C)C)C(C)C)c1	14	-0.4	-2	-2	3	-3	-3	-2	i
Cc1ccc(S(=O)(=O)N2CCC(C(=O)N[C@@H](C)C(=O)NCc3ccccc3)CC2)cc1	-10	0.4	2	1	1	-6	10	2	i
COc1ccccc1CNC(=O)C1(c2ccc(Cl)cc2)CC1	-2	0.8	2	-1	-6	-9	1	-2	i
COc1ccc(Br)c(C(=O)Nc2ccc(F)cc2)c1	-2	1.9	-4	1	2	2	-1	-2	i
Cc1cccc(C)c1NC(=O)C1(N(Cc2ccco2)C(=O)CC2NC(=O)NC2=O)CCCCC1 (stereo not given)	-2	-0.3	0	1	1	-12	2	-3	i
CCOc1ccc(NC(=O)CN(C)C(=O)C2CCN(C(=O)Nc3ccccc3)CC2)cc1OCC	5	-0.3	-4	2	-4	-5	-2	-2	i
CN(C)c1ccc(C=NN2C(=O)CSC2=S)c(Cl)c1	-137	3.4	-259	-1	60*	-38	-19	-4	.
CC(=O)c1sc(Nc2cccc3ccccc23)nc1C	-11	2.5	-4	1	4	-4	5	-5	i
O=C(Nc1ccc(-n2cccn2)cc1)C1CCN(Cc2ccsc2)CC1	-11	0.1	6	2	-1	-4	-3	-5	i
CCN(c1ccccc1)S(=O)(=O)c1ccc(C(=O)Oc2ccc(C(C)=O)cc2)cc1	-6	0.3	-11	2	2	31	-1	-2	i
Cc1ccc(Cn2nnc3c(=O)n(Cc4cccc(C)c4)cnc32)cc1	3	0.6	-7	4	2	16	1	-5	i
O=C(OCC(=O)N1CCc2ccccc2C1)c1ccc(N2CCOCC2)c([N+](=O)[O-])c1	-21	0.5	8	-4	0	4	-3	-2	i
CN(C)c1cccc(-c2csc(N3CCC(C(N)=O)CC3)n2)c1	11	0.4	3	1	-2	21	3	-1	i
Cn1nc(C(F)(F)F)c2cc(NC(=O)OCc3ccc(C(C)(C)C)cc3)sc21	-41	1.7	-4	0	0	36	-7	-10	i
CSc1ncnc2c1ncn2CCCN1CCN(C(=O)C2CC2)CC1	-16	0.1	-3	0	1	-10	1	-8	i

3 of these compounds, reformatted.
Cc1ccc(C(=O)N2c3ccccc3NC(=O)C2C)cc1 (stereo not given)
- PABP1 MLLE inh = 4
- MsrA inh = 0.6
- eLon inh = -3
- Rin1-Abl PPI inh = 4
- CSN inh = -4
- FAS-TE inh = 0
- MT1-MMP act inh = -2
- MsrA act = 3
- Rpn11 block = i

CCCCN(C)C(=O)c1cn(CC)c2ccc(S(=O)(=O)N(C)C)cc2c1=O
- PABP1 MLLE inh = 7
- MsrA inh = 3.5
- eLon inh = 6
- Rin1-Abl PPI inh = 4
- CSN inh = -7
- FAS-TE inh = 7
- MT1-MMP act inh = 4
- MsrA act = -2
- Rpn11 block = i

COc1ccc(OC)c(NC(=O)NCCN2CCN(c3ccccc3)CC2)c1
- PABP1 MLLE inh = -8
- MsrA inh = 1.4
- eLon inh = -2
- Rin1-Abl PPI inh = 0
- CSN inh = -3
- FAS-TE inh = -6
- MT1-MMP act inh = -7
- MsrA act = -2
- Rpn11 block = i

Other records.
SMILES	PABP1 MLLE inh	MsrA inh	eLon inh	Rin1-Abl PPI inh	CSN inh	FAS-TE inh	MT1-MMP act inh	MsrA act	Rpn11 block
CCOC(=O)N1CCN(C(=O)/C(=C/c2cccs2)NC(=O)c2cccs2)CC1	-18	3.1	-11	-2	1	-4	4	0	i
CCCC(C(=O)NC1CCCC1)N(C(=O)c1snc(C(N)=O)c1N)c1ccc(F)cc1 (stereo not given)	-1	1.1	0	1	3	4	-1	-2	i
CCCCOC(=O)CSc1nnc(N)s1	0	-0.4	-6	-2	-1	-5	1	-3	i
C=CCc1cccc2cc(C(=O)OCC(=O)c3ccccc3)c(=O)oc12	2	1.4	-5	1	-2	2	-1	0	i
NC(=O)c1cc(S(=O)(=O)Nc2cccc(F)c2)co1	-9	0.4	-7	3	2	-2	1	0	i
CSCCC(NC(=O)c1cccc(C)c1)C(=O)OCN1C(=O)c2ccccc2C1=O (stereo not given)	7	0.2	-5	-3	1	-2	6	-4	i
Cc1nc2cc(NC(=O)N(C)c3ccc4ccccc4c3)ccc2o1	2	-0.2	14	-2	-1	-6	1	1	i
N#CCCN(C(=O)COC(=O)c1n[nH]c2ccccc12)c1ccccc1	0	0.2	-10	4	3	-6	-2	-2	i
CC(=O)Nc1ccc(N(C(=O)CNC(=O)c2cccs2)C(C(=O)NC(C)(C)C)c2ccccc2)cc1 (stereo not given)	-13	0.2	-6	-4	1	-4	7	-3	i
Cc1cc(OC(=O)c2ccc(S(=O)(=O)N3CCCC3)cc2)c([N+](=O)[O-])c(=O)[nH]1	9	-0.5	4	3	0	-14	0	-15	i
O=C(COC(=O)C1CCN(c2ccc(C(F)(F)F)cn2)CC1)NCc1ccccc1	-2	1.0	-9	4	-3	18	2	-1	i
CC1(C)Cc2ccccc2C(N/N=C/c2ccc(Cl)cc2)=N1	-17	1.0	-4	1	-14	32	-2	-5	i
Cc1ccc(NC(=S)N2CCCCCC2)cc1	-87	1.0	-17	1	1	-9	3	-1	i
CCOc1ccc(CCN2C(=S)N([C@@H](CC(C)C)CN3CCC[C@@H]3CN3C(=S)NC[C@@H]3Cc3ccc(O)cc3)C[C@@H]2Cc2ccc(O)cc2)cc1	14	0.4	2	-1	-1	-65	1	-2	i
O=C(CCc1ccccc1)Nc1ccc2ccccc2n1	14	0.5	-6	3	4	4	-1	-2	i
O=C(CC1OC(=O)c2ccccc21)Nc1cc(S(=O)(=O)N2CCOCC2)ccc1OCC(F)(F)F (stereo not given)	-24	-0.5	0	2	-3	1	-1	-5	i
O=C1OC(c2ccc(O)cc2)(c2ccc(O)cc2)c2ccccc21	-5	-0.3	2	-1	-1	5	3	3	i
O=C(Cn1c(=O)c2cccn2c2ccccc21)NCCCN1CCCCC1	7	0.9	-3	1	5	-5	4	-2	i
O=C(O)CSc1nc2ccccc2[nH]1	-28	-0.6	-4	-3	6	-4	-6	0	i
C/C=C(/C)C(=O)Nc1cccc(C2=NOC3(C2)C[C@H](C(N)=O)N(C(=O)c2ccccc2)C3)c1 (stereo not given in full)	-2	2.6	1	1	1	-9	0	4	i
COc1ccc(S(=O)(=O)N(C)C(C)CCc2ccco2)cc1 (stereo not given)	2	-0.3	-1	3	7	3	-5	-2	i
O=C1CC(N2CCC(c3nc4ccccc4[nH]3)CC2)C(=O)N1Cc1ccccc1 (stereo not given)	2	-0.1	-3	2	1	-5	1	-2	i
CCOC(=O)CSC1=N/C(=C\c2cccnc2)C(=O)N1c1ccc(OC)cc1	16	0.0	-10	-1	0	-10	1	-2	i
CCOC(=O)c1c(C)[nH]c(C)c1C(=O)CSc1nnc(-c2ccncc2)n1C	-38	0.7	1	-2	1	-3	4	-2	i
Cc1cc(F)ccc1S(=O)(=O)Nc1ccccc1C(=O)N1CCCC1	3	0.9	-2	0	-1	-4	-7	-2	i
O=C(COC(=O)C1(c2ccc(F)cc2)CCCC1)N1CCN(C(=O)c2ccco2)CC1	6	0.4	4	0	-2	-1	2	0	i
Cc1ccc(Cn2nnc3c(=O)[nH]c(C4CCCN(S(=O)(=O)c5ccc(F)cc5)C4)nc32)cc1 (stereo not given)	-10	1.3	7	-2	2	16	-4	0	i
CC(=O)Nc1ccc(NC(=O)C(Sc2ccccc2)c2ccccc2)cc1 (stereo not given)	13	-0.8	-4	-4	9	3	-3	-2	i
CCCCNC(=O)c1ccc(CNS(=O)(=O)c2ccc(Br)cc2)cc1	-8	1.7	-3	0	1	-1	2	-3	i
O=C(c1ccc(Oc2ccc([N+](=O)[O-])cc2)cc1)N1CCCCCC1	8	2.0	-2	-2	2	23	-4	-5	i
CCNC(=O)NC(=O)C(C)OC(=O)C1CCN(S(=O)(=O)c2ccccc2F)CC1 (stereo not given)	18	0.0	2	1	-8	-10	5	-7	i
CC(C)N1CC(O)=C(c2ccccc2)C1=N	5	-0.3	0	4	0	-2	0	0	i
Cc1cc(NC(=O)COC(=O)[C@@H](NS(=O)(=O)c2ccccc2)C(C)C)no1	-8	2.3	1	4	8	-2	3	-4	i
Cn1c(=O)c2c(ncn2CC(=O)N2CCN(S(=O)(=O)c3ccccc3)CC2)n(C)c1=O	-11	0.1	-7	2	2	-4	0	-6	i
COc1ccccc1N1CCN(C(CNS(=O)(=O)c2ccc(C)cc2)c2cccnc2)CC1 (stereo not given)	-2	1.2	-1	-5	1	-5	-3	3	i
CCCCSc1ncnc2c1ncn2C1CCCCO1 (stereo not given)	-7	0.1	-5	4	7	-14	-1	-3	i
Cc1cc(=O)[nH]c(N/N=C/c2ccccc2C(F)(F)F)n1	2	0.6	-5	-1	0	-5	0	-3	i
CCn1c(=O)c2c(n3cnnc13)-c1ccccc1CC21CCCCC1	-2	0.7	-4	-4	0	1	-3	-2	i
COc1cc(C(=O)Nc2ccc3c(c2)Cc2cc(NC(=O)c4cc(OC)c(OC)c(OC)c4)ccc2-3)cc(OC)c1OC	-7	0.0	-7	-3	-6	9	6	-3	i
Nc1cc(C(=O)O)c(Oc2ccc(Cl)cc2Cl)cc1C(=O)O	2	0.6	6	2	-1	-7	1	-4	i
Cc1ccc(CNC(=O)/C=C/C(=O)O)cc1	1	2.8	7	0	-6	-6	-1	-1	i
O=C(NC1CC1)[C@@H]1CSC2c3ccccc3C(=O)N21 (stereo not given in full)	19	0.3	1	2	4	-6	-4	-9	i
COc1ccc(C2CC(c3ccc(OC)cc3O)=NN2C(=O)c2ccccc2)cc1 (stereo not given)	-15	0.8	4	-1	1	21	0	0	i
O=C(COc1ccccc1)N1CCN=C1c1ccccc1	-5	-0.7	-17	4	6	-9	0	-2	i
O=C(C1CCC(CNS(=O)(=O)c2cccc3cccnc23)CC1)N1CCCC1 (stereo not given)	-11	1.2	-1	-1	-4	0	2	-2	i
CC(C)c1ccc(C(=O)N2CCCCC2c2cc(C(=O)Nc3ccncc3)no2)cc1 (stereo not given)	-10	0.6	14	-3	4	8	8	4	i
